# Cardiac RTF inh – cardiac RTF calcium desensitization | inhibition, % at 7.15 µM | actives 0.12% (n = 340,000) | IANBD-labeled cardiac RTF, Ca2+ fluorescence | AID 493244 | P19429+P45379;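 active = inhibition above the mean inhibition of all tested compounds plus 3 SD, cut at about 17% in these data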;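 also: assay run at fixed EC70 calcium of 1.6 mM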
# CAL PDZ FP – inhibitors of human CAL PDZ peptide binding | Q9HD26 | purified CAL PDZ, TMR-peptide fluorescence polarization, 1 h | inhibition, % at 24.9 µM | actives 0.92% (n = 300,000);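 active = mean inhibition of at least 30% with at least half of replicates also reaching 30%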;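 also: 0% = DMSO neutral control and 100% = excess unlabeled competitor peptide PRC23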
# C-LANA FP – inhibitors of KSHV LANA C-terminal domain DNA binding. MBP-C-LANA/FAM-LBS DNA binding, fluorescence polarization. inhibition, % at 9 µM. actives 0.078% (n = 340,000). AID 504423;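 active = highest replicate inhibition at or above 60% at 9 µM, even if other replicates fall short; inactive = all replicates below 60% inhibition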;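 also: 0% = neutral control wells and 100% = 4 µM acridine orange control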
# HTR5A ag – HTR5A agonism, opioid heterodimer counter-screen; P47898; HTR5A agonist assay, luminescence, cell-based; activation, % at 9.3 µM; actives 0.61% (n = 340,000); AID 504692; in the data active = activation mostly above about 9.5%, no sharp cut-off; inactive = mostly below about 7.6%;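 also: 0% = cells with vehicle only and 100% = reference agonist; strong numbers were not always called active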
# Target sequence (P47898 whole entry, looked up): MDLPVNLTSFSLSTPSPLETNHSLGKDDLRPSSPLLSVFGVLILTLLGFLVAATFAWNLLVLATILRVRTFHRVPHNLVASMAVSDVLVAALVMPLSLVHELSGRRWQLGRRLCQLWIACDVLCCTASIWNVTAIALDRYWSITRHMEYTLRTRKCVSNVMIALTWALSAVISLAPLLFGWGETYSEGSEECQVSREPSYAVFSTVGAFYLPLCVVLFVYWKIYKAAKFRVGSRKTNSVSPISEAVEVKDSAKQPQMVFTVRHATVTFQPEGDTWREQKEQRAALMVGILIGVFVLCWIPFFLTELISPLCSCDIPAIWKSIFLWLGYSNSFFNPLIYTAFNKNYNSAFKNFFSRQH
# OPRM1-OPRD1 ag – agonists of human mu-delta opioid receptor heterodimerization | AID 504326 | P35372+P41143 | actives 0.3% (n = 340,000) | activation, % at 9.3 µM | cells, OPRM1-OPRD1 heterodimerization, luminescence; in the data active = activation above about 18%;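 also: 0% = vehicle-treated cells and 100% = reference agonist; values of inactives mirror those of a sister screen read the other way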
# RTF Ca sens act – cardiac RTF calcium sensitization. IANBD-labeled TnC RTF fluorescence at EC20 calcium; 0% EC20 calcium, 100% full calcium. P19429+P45379. AID 493008. actives 0.24% (n = 340,000). activation, % at 7.2 µM;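 active = activation above the mean over all tested compounds plus 3 SD, cut at about 30% in these data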;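 also: rise in fluorescence read as greater calcium sensitivity of cardiac thin filaments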
# V-ATPase pH – regulators of yeast V-ATPase proton transport; actives 0.37% (n = 350,000); response, % at 10 µM; S. cerevisiae, pHLuorin cytosolic pH fluorescence; in the data active = response mostly above about 7.3%, no sharp cut-off; inactive = mostly below about 5.4%; also: actives read high; inactives centre near 0; some compounds called inactive have numbers as strong as hits; reference of the scale not given here
# HTR5A inv ag – HTR5A inverse agonism, opioid heterodimer counter-screen | HTR5A cell line, luminescence | inhibition, % at 9.3 µM | actives 0.083% (n = 340,000) | P47898; in the data active = inhibition mostly above about 23%, no sharp cut-off; inactive = mostly below about 18%;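 also: 0% = cells with DMSO and 100% = no-cell wells with DMSO; some compounds called inactive have numbers as strong as hits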
# Keap1-Nrf2 PPI – inhibitors of human Keap1-Nrf2 protein-protein interaction. actives 0.15% (n = 340,000). Keap1 Kelch-Nrf2 peptide fluorescence polarization, 1536-well. Q14145. AID 504523. inhibition, % at 9.4 µM; in the data active = inhibition above about 12%;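 also: human Keap1 Kelch domain with fluorescein labeled Nrf2 9mer peptide probe; 0% = neutral control wells and 100% = peptide positive control; higher means more block of Keap1 binding to Nrf2 peptide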
# Target sequence (Q14145 whole entry, looked up, the tested form may be a part): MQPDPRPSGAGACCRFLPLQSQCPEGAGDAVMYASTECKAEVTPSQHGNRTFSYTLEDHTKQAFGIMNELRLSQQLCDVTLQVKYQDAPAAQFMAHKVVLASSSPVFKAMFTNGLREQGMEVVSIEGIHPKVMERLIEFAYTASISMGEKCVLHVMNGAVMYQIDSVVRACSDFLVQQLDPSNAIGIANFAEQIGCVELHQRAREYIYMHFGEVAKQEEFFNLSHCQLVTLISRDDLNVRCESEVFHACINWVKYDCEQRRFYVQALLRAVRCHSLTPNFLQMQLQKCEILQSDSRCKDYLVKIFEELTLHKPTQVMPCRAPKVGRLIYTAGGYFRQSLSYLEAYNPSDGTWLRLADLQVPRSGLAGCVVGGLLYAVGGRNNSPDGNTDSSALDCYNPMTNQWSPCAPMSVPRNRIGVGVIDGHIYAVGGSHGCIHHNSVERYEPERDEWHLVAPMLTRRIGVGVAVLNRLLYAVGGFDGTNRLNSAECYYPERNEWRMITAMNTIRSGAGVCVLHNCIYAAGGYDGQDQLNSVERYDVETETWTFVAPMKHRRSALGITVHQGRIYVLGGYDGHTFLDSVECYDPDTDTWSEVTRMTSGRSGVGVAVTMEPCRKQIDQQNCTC
# OPRM1-OPRD1 inv – inverse agonists of human mu-delta opioid receptor heterodimerization | P35372+P41143 | cell-based MOR-DOR heterodimer luminescence, inverse agonism | inhibition, % at 9.3 µM | actives 0.21% (n = 340,000); in the data active = inhibition above about 22%, passing the limit was not always enough;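 also: 0% = cells with DMSO and 100% = wells without cells with DMSO; values of inactives mirror those of a sister screen read the other way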
# * marks the source's active call; other numbers are inactive results; / = no result given.
SMILES	Cardiac RTF inh	CAL PDZ FP	C-LANA FP	HTR5A ag	OPRM1-OPRD1 ag	RTF Ca sens act	V-ATPase pH	HTR5A inv ag	Keap1-Nrf2 PPI	OPRM1-OPRD1 inv
CCn1cc(C(=O)NCc2ccccn2)c(=O)c2cc(F)c(N3CCN(C)CC3)cc21	-3	-3	-2.1	-1	-3.1	2	0	-2	-4	16
CCNCc1cc(Cl)c(OCc2ccccc2)c(OCC)c1	-8	-8	0.4	6	3.1	7	-4	13	2	-15
CSCC[C@H](NC(=O)OC(C)(C)C)C(=O)N/N=C/c1cccc2cccnc12	3	/	1.6	-3	-3.1	3	0	-4	-1	16
COc1ccc(C2(C)NC(=O)N(CC(=O)Nc3cccnc3Cl)C2=O)cc1 (configuration not stated)	-4	/	1.5	-4	-3.0	-7	1	1	0	20
Cc1c(C)n(Cc2ccccc2)c2ncnc(NCCCN(C)C)c12	-3	2	-2.0	-1	-2.9	2	2	5	1	17
O=C(CC1=NCCNC(c2ccccc2)C1)c1ccccc1O (configuration not stated)	-2	-7	1.2	1	0.7	-6	1	22	-5	-4
CCOC(=O)C1(C(=O)OCC)CCN(S(=O)(=O)c2ccccc2)CC1	-7	/	-0.1	1	-1.9	2	5	-3	4	9
CN1C(=O)CSc2ccc(C(=O)O)cc21	-9	/	-0.6	-5	-0.2	5	-1	14	3	1
COc1ccc(C)cc1CN1C(=O)c2ccccc2C1=O	-5	-3	1.2	0	-0.7	1	1	-1	-1	3
CCCn1nc(C(=O)OCC(=O)Nc2ccc(C)cc2)c2ccccc2c1=O	-10	-5	0.5	0	0.1	-2	0	2	-2	-1
Cc1cc(C)n(-c2nc3ccccc3nc2N2CCCC2)n1	-2	-5	0.3	-1	-3.1	1	4	-44	-2	16
O=C(NCC(NS(=O)(=O)OCC(Cl)(Cl)Cl)c1ccccc1)C(F)(F)F (configuration not stated)	-2	-2	0.4	1	-2.9	1	-15	-9	-1	15
CC(C)OCCCNC(=O)Cn1ccc2cc(S(=O)(=O)N3CCCCCC3)ccc21	-6	1	1.4	-3	-2.5	-3	0	-20	-5	12
CCCCCc1c(O)nc(SCCN(C)C)[nH]c1=O	-12	0	-0.6	13	-1.8	6	8	-39	-5	9
Cc1ccc(SCC(=O)c2sc(-c3ccccc3)nc2C)cc1	-6	-3	0.7	-2	1.2	18	-6	5	-6	-6

# Entries listed so far with an aryl methoxy group, in the order listed:
SMILES	Cardiac RTF inh	CAL PDZ FP	C-LANA FP	HTR5A ag	OPRM1-OPRD1 ag	RTF Ca sens act	V-ATPase pH	HTR5A inv ag	Keap1-Nrf2 PPI	OPRM1-OPRD1 inv
COc1ccc(C2(C)NC(=O)N(CC(=O)Nc3cccnc3Cl)C2=O)cc1 (configuration not stated)	-4	/	1.5	-4	-3.0	-7	1	1	0	20
COc1ccc(C)cc1CN1C(=O)c2ccccc2C1=O	-5	-3	1.2	0	-0.7	1	1	-1	-1	3

# 3 structures out of the list, sorted by count of non-hydrogen atoms, lowest first:
SMILES	Cardiac RTF inh	CAL PDZ FP	C-LANA FP	HTR5A ag	OPRM1-OPRD1 ag	RTF Ca sens act	V-ATPase pH	HTR5A inv ag	Keap1-Nrf2 PPI	OPRM1-OPRD1 inv
O=C(NCC(NS(=O)(=O)OCC(Cl)(Cl)Cl)c1ccccc1)C(F)(F)F (configuration not stated)	-2	-2	0.4	1	-2.9	1	-15	-9	-1	15
COc1ccc(C2(C)NC(=O)N(CC(=O)Nc3cccnc3Cl)C2=O)cc1 (configuration not stated)	-4	/	1.5	-4	-3.0	-7	1	1	0	20
CC(C)OCCCNC(=O)Cn1ccc2cc(S(=O)(=O)N3CCCCCC3)ccc21	-6	1	1.4	-3	-2.5	-3	0	-20	-5	12

# Carrying on:
SMILES	Cardiac RTF inh	CAL PDZ FP	C-LANA FP	HTR5A ag	OPRM1-OPRD1 ag	RTF Ca sens act	V-ATPase pH	HTR5A inv ag	Keap1-Nrf2 PPI	OPRM1-OPRD1 inv
COc1ccc(Cl)cc1-c1nc(-c2ccc(NC(=O)c3ccncc3)cc2)no1	-12	-5	-0.3	0	0.1	6	7	-3	-6	-1
CN(CC(=O)Nc1ccc(Cl)c(Cl)c1)C(=O)C1CCC1	1	/	-1.3	5	-1.1	-7	6	-18	2	6
O=c1oc2ccccc2n1Cc1cccc(C(F)(F)F)c1	-4	-3	4.3	8	1.2	3	3	-20	-3	-6
O=C(C1CC1)N1CCc2cc(Br)cc(S(=O)(=O)N3CCN(c4ccccn4)CC3)c21	0	0	0.2	8	-1.3	7	3	8	3	8
CCOC(=O)CCSc1nc(-c2ccc3c(c2)OCO3)cc(C(F)(F)F)c1C#N	10	0	-1.3	18*	1.8	-1	-4	-42	-3	-11
Cc1ccsc1C(=O)NCCc1ccc(S(N)(=O)=O)cc1	2	-3	2.3	9	-1.6	-1	4	-24	-4	8
COc1ccc(CCNC(=O)CCCc2ccccc2)cc1OC	-6	/	-0.5	0	-2.9	6	1	-2	2	13
CNC(=O)COC(=O)c1cc2c(s1)CCCC2	6	1	0.4	-4	-2.2	-2	1	10	-6	11
Cc1ccccc1OCC(=O)N/N=C/c1sc(=O)n(Cc2cccc(C(=O)O)c2)c1Cl	2	6	0.7	3	-1.9	4	0	-10	-5	10
CN(C)Cc1cc(CCNC(=O)c2ccc(Cl)cc2)ccc1O	-3	/	0.0	2	-2.1	0	1	-7	-7	9
COc1cc(/C=C/C(=O)OCC(=O)Nc2cc(S(=O)(=O)N3CCCCC3)ccc2C)ccc1O	8	/	0.8	-4	-3.0	-1	0	11	1	16
CC(=O)Nc1c(C)cc(OCC(=O)O)cc1C	5	-5	0.3	-2	-1.6	6	-3	4	-3	8
CC/C(CC(C)(C)c1ccccc1)=N\O	-7	-1	0.3	-1	-1.8	4	-3	-18	2	10
CC(=O)Oc1ccc(C(=O)[C@H]2[C@H]3C(=O)N(c4ccccc4)C(=O)[C@H]3[C@@H]3C=CC=NN32)cc1	-13	-1	1.9	-1	-2.8	-8	2	0	-1	14
O=C(Nc1ccccc1C(F)(F)F)c1c(F)cccc1Cl	5	0	-0.3	0	1.0	-1	0	9	-8	-7

# Single records, as listed above. Order of screens: Cardiac RTF inh, CAL PDZ FP, C-LANA FP, HTR5A ag, OPRM1-OPRD1 ag, RTF Ca sens act, V-ATPase pH, HTR5A inv ag, Keap1-Nrf2 PPI, OPRM1-OPRD1 inv
# COc1cc(/C=C/C(=O)OCC(=O)Nc2cc(S(=O)(=O)N3CCCCC3)ccc2C)ccc1O in the list: 8, /, 0.8, -4, -3.0, -1, 0, 11, 1, 16
# Cc1ccsc1C(=O)NCCc1ccc(S(N)(=O)=O)cc1 in the list: 2, -3, 2.3, 9, -1.6, -1, 4, -24, -4, 8
# O=C(Nc1ccccc1C(F)(F)F)c1c(F)cccc1Cl in the list: 5, 0, -0.3, 0, 1.0, -1, 0, 9, -8, -7
# CC(=O)Nc1c(C)cc(OCC(=O)O)cc1C in the list: 5, -5, 0.3, -2, -1.6, 6, -3, 4, -3, 8
# O=C(C1CC1)N1CCc2cc(Br)cc(S(=O)(=O)N3CCN(c4ccccn4)CC3)c21 in the list: 0, 0, 0.2, 8, -1.3, 7, 3, 8, 3, 8

# (further entries)
SMILES	Cardiac RTF inh	CAL PDZ FP	C-LANA FP	HTR5A ag	OPRM1-OPRD1 ag	RTF Ca sens act	V-ATPase pH	HTR5A inv ag	Keap1-Nrf2 PPI	OPRM1-OPRD1 inv
CCCOc1ccc(C2c3c(oc4cc(C)c(C)cc4c3=O)C(=O)N2CCCN2CCOCC2)cc1 (configuration not stated)	-8	0	0.5	-1	-2.2	4	-1	3	-4	11
CCOC(=O)C1=C(NC(=O)c2ccc(Br)o2)Nc2ccccc2N=C1	-10	-1	-1.1	1	-2.3	3	1	19	-2	12
CN(C(=O)COC(=O)c1cc(-c2ccccc2Cl)nc2ccccc12)C1CCS(=O)(=O)C1 (configuration not stated)	2	-1	1.2	1	-0.5	7	-7	-3	-1	2
COc1cc(NC(=O)c2cccc(Cl)c2)ccc1NC(=O)c1cccs1	-4	-1	-0.5	-2	-2.6	-2	-1	5	-3	14
C#CCOCCOCCOCCNc1nc(N2CCN(C(=O)[C@H](CCC(=O)O)n3cc([C@@H](N)CCCCN)nn3)CC2)nc(N2CCN(C(=O)[C@H](CCCCN)n3cc([C@@H](N)CC(N)=O)nn3)CC2)n1	-6	-2	0.2	-1	2.6	8	4	-21	-2	-15
Cn1c(SCC(=O)NC2CC2)nnc1-c1ccccc1Cl	-2	1	-0.7	3	-1.2	1	2	-10	-2	7
CC(C)c1ccc(S(=O)(=O)N2CCN(C(=O)C3CCN(C(=O)c4ccc(F)cc4)CC3)CC2)cc1	-9	-6	-1.7	-1	0.2	-6	2	5	-3	-1
CCOC(=O)C1CCN(C/C=C/c2ccccc2OC)CC1	5	/	-0.9	-1	-0.7	-1	2	18	-3	4
O=C(CSc1ccc2ccccc2c1)Nc1ccncc1	0	1	1.2	2	1.6	-1	3	4	-1	-9
CC(=O)Nc1ccc(S(=O)(=O)N2CCSCC2)cc1	1	-4	-0.1	0	0.0	-1	2	-1	5	0
CCCCCn1c(=O)c2ccccc2n2c(CCl)nnc12	-14	-5	-1.1	4	0.2	5	3	-10	-1	-1
O=C(N/N=C\c1cccnc1)c1ccc(Cl)cc1Cl	-3	-15	-2.3	1	-3.1	-2	4	-3	-1	18
CCc1ccccc1NC(=S)N(CCN(C)C)C(C)c1cccnc1 (configuration not stated)	-3	-6	-0.5	0	-1.8	-2	0	17	-3	8
Cc1ccc(/C=C/C(=O)Nn2cnnc2)cc1	6	-5	-2.2	1	-0.7	-3	1	1	2	3
CC/C(=N\NC(=O)c1ccc2c(c1)OCO2)c1ccccc1	-3	-3	1.1	4	0.9	1	-1	22	2	-3
O=C(COc1cccc(C(F)(F)F)c1)Nc1cccc(S(=O)(=O)NC2=NCCCCC2)c1	-2	6	0.8	2	2.5	-3	2	-5	-4	-10
COc1ccc(-n2c(-c3ccc(Cl)cc3)c[n+]3c2CCc2ccccc2-3)cc1	-2	3	-1.6	-4	-3.7	-1	0	13	-3	19
Cc1cccc(CCNC(=O)C2CCCN(S(=O)(=O)c3cnc[nH]3)C2)c1 (configuration not stated)	-4	-7	0.8	-2	-0.4	2	3	7	2	2
Cc1ccc(C(=O)N/N=C2/NC(=O)CC(C(=O)Nc3ccccc3)S2)cc1 (configuration not stated)	-4	4	-0.2	-1	-1.4	8	2	6	-4	6
CCOC(=O)C1=NN(C(=O)c2ccccc2)C(O)(c2ccc(C)cc2)C1 (configuration not stated)	1	1	-0.9	-2	-2.9	0	4	12	-2	13
O=C(Nc1ccccc1)c1cc2n(n1)C(C(F)(F)F)CC(C1CC1)N2 (configuration not stated)	-1	-1	-1.3	-1	0.4	5	3	-18	1	-2
COc1ccc(C(CC(=O)NCc2ccco2)c2ccc(F)cc2)cc1 (configuration not stated)	4	1	-0.2	-2	0.5	0	3	6	-3	-3
COc1ccccc1S(=O)(=O)Nc1ccc2nc(C)sc2c1	-1	-2	-0.4	-14	-1.7	-6	-3	33	0	7
COc1cccc(NC(=O)CN(C)CC(=O)Nc2ccc(Br)cc2)c1	-2	47*	-0.5	0	-1.2	3	-3	-1	-2	6

# Screens as filed in PubChem BioAssay.

# The order is random; 2.8% or so of the library scored in one or more.
